IL-2 act: activators of IL-2; 0.065% of 360,000 active; IL-2 activation reporter assay, cell-based qHTS; stimulated with anti-CD3/CD4/CD28 beads; in transgenic mouse T cells; activation, % (series mostly up to about 46 µM); in the data active = activation above about 50%; inconclusive = mostly about 30% to 49%; also: 0% is about no effect
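EGFP and DsRed fluorescence is measured by plate cytometry in unstimulated transgenic mouse T cells exposed to compound for 60 minutes, then stimulated 18 hours at 37 degrees C with anti-CD3/anti-CD4 beads plus anti-CD28.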
GLP1R ag: agonists of human GLP-1 receptor; AID 624172; 0.007% of 380,000 active; HEK293 GLP-1R CRE-luciferase, luminescence, 4-6 h; cells express a hypersensitive GLP-1R form; Potency, µM (highest dose often 45.6 µM), inactives show at the top dose activation, hits mostly activators; also: potency is read from the fitted curve at half-maximal effect; % of control where 0% means no effect
Target sequence (P43220 whole entry, looked up): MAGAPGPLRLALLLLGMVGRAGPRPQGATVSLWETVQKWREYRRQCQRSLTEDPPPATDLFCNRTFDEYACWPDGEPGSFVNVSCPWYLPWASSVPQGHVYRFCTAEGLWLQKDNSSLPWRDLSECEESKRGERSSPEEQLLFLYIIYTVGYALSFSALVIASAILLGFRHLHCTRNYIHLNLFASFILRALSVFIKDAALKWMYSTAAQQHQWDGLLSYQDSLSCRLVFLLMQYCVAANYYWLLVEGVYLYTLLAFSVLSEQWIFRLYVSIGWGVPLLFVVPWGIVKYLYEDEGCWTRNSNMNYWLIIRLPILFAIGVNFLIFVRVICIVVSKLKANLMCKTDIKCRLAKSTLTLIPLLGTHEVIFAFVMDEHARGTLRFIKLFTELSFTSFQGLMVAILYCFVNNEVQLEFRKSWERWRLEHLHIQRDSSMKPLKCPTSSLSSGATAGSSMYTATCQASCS
PLK1 PBD block: blocks phosphopeptide binding to human PLK1 polo-box domain; Plk1 PBD binding of FITC phosphopeptide, fluorescence polarization; 2.8% of 360,000 active; P53350; AID 720504; Potency, µM, without a hit: max response, negative = inhibition, actives largely listed as inhibitors; also: potency is read from the fitted curve at half-maximal effect; series mostly up to about 57 µM; % is scaled to controls: 0 for no effect and ±100 for the full control effect; nearly all actives have a fitted effect of over 65% in size
GLP1R inv ag: acts as inverse agonist at human GLP-1 receptor. P43220. AID 624417. 1.6% of 410,000 active. HEK293 GLP-1R CRE-luciferase, luminescence, 24 h; GLP-1R form is constitutively active. Potency, µM (doses to about 38.3 µM), inactives show at the top dose activity change, negative = inhibition, actives largely listed as inhibitors; also: potency is read from the fitted curve at half-maximal effect; % is scaled to controls: 0 for no effect and ±100 for the full control effect; nearly all actives have a fitted effect of over 55% in size
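Seeding at 200 cells/uL, 12 h culture, 24 hr compound treatment, then luciferase reagent and a luminescence read; cells are HEK293 stably expressing a constitutively active GLP-1R plus cAMP-responsive luciferase.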
WRN inhibitor: inhibitors of human WRN helicase. Potency, µM (highest dose often 114 µM), inactives show at the top dose activity change, negative = inhibition, most hits filed as inhibitors. AID 651768. 0.46% of 360,000 active. WRN helicase unwinding, fluorescent forked duplex, kinetic; also: potency is read from the fitted curve at half-maximal effect; % is scaled to controls: 0 for no effect and ±100 for the full control effect; nearly all actives have a fitted effect of over 55% in size
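Fluorescence dequenching readout, ex 525 nm/em 598 nm, kinetic mode: forked duplex DNA (100 nM final) with adjacent fluorophore and quencher unwound by WRN (20 nM final) with 2 mM ATP. Compound preincubation 15 min, room temperature.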
HEK293 tox: cytotoxic in the GLP-1 receptor inverse agonist counter-screen | Potency, µM (titrated, usually from 38.3 µM), for inactives: at the top dose activity change, negative = inhibition, hits mostly inhibitors | AID 624418 | 0.13% of 410,000 active | HEK293 cAMP-luciferase reporter cells, luminescence, 24 h;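 also: loss of luciferase light is scored as toxicity; potency is read from the fitted curve at half-maximal effect; % is scaled to controls: 0 for no effect and ±100 for the full control effect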
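Seeding density was 200 cells/uL; after overnight-length (12 h) culture, 23 nL compounds went on for 24 h at 37 °C. Readout used a luciferase detection reagent, luminescence taken after 12 min at room temperature.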
D3 antag: antagonists of human D3 dopamine receptor; P35462; max response, negative = inhibition, %; D3R cells, DiscoveRx beta-arrestin luminescence, antagonist mode; hits give low values; 2.5% of 360,000 active; in the data active = max response below about -50%; inconclusive = no clear call, values can overlap the other calls; also: % is scaled to controls: 0 for no effect and ±100 for the full control effect; mostly tested at two doses, the higher about 12 µM
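Cells expressing the human receptor were seeded at 1500 cells/well, incubated overnight at 37 degrees C in 5% CO2, then exposed to library compounds with dopamine controls for 90 minutes at 37 degrees C before luminescent detection.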
PI5P4K alpha inh: PI5P4K alpha (human) kinase inhibition. P48426. PI5P4Kalpha enzyme, ADP-Glo luminescence, 60 min; hits give low values. max response, %. 1.2% of 330,000 active; active = max response of -50% or lower; inconclusive = between -30% and -50%; inactive = -30% or higher; also: value at the top dose of about 77 µM; % is scaled to controls: 0 for no effect and ±100 for the full control effect
Target sequence (P48426 whole entry, looked up): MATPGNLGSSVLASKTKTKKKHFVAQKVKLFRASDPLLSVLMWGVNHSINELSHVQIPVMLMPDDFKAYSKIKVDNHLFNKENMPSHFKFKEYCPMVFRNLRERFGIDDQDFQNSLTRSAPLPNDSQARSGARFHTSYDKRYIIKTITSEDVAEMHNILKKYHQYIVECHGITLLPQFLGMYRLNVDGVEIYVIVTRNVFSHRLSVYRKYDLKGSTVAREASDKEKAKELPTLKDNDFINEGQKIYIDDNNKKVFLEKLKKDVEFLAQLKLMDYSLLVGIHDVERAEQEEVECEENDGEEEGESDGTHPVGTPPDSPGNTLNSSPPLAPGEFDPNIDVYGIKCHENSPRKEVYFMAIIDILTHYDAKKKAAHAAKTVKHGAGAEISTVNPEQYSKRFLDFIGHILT
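ADP-Glo luminescence end-point after a 60 min room-temperature kinase reaction. PI5P4Kalpha and substrate in HEPES pH 7.4 buffer with EGTA, 0.1% CHAPS and 5% DMSO; ATP at 5 microM final.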
DRD3 agonist: activates the human D3 dopamine receptor; P35462; D3R DiscoveRx beta-arrestin cells, luminescence, 90 min; max activation, %; 0.58% of 410,000 active; AID 652048; in the data active = max activation above about 30%; also: 0% is about no effect; mostly tested at two doses, the higher about 12 µM
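Agonist mode: compounds and dopamine controls were applied to plated cells for 90 min at 37 degrees C after an overnight attachment at 1500 cells/well. Luminescent read-out followed 30 - 60 minutes at room temperature with DiscoveRx detection reagent.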
The depositor's hits bear a star; ? = inconclusive; . = no result given; & = joins results of further samples; [ ] = remark or other dose. Unless noted, calls follow the shape of the dose curve; as a rule, active = well fitted curve in the direction sought with a large enough effect; inconclusive = small, poorly fitted or top-dose-only effect, or another doubt; inactive = no such curve, though single readings can be large; an effect the other way counts as inactive or inconclusive.

cpd	structure	IL-2 act	GLP1R ag	PLK1 PBD block	GLP1R inv ag	WRN inhibitor
1	CCOc1ccc(OCC)c(NC(=O)C2C3C=CC(O3)C2C(=O)O)c1 (stereo not given)	-1.7	-3%	-5%	-26%	7%
2	Cc1cc(C(=O)N/N=C/c2c(C)nn(-c3ccccc3)c2C)n[nH]1	2.5	19%	0%	26%	-12%
3	O=[N+]([O-])c1cc2c(cc1C=Nc1ccccc1)OCO2	-0.1	-4%	?	13%	-24%
4	Cc1ccc(NC(=S)NNC(=O)Cn2nc([N+](=O)[O-])cc2C)cc1	-1.9	-12%	-16%	0%	-7%
5	CC1CC(C)CN(C(=O)CN2C(=O)NC(c3ccccc3)(c3ccccc3)C2=O)C1 (stereo not given)	1.3	4%	-6%	?	0%
6	CN1CCN(C(=O)C2CC(=O)N(c3ccc(Cl)cc3)C2)CC1 (stereo not given)	1.2	4%	2%	-14%	9%
7	Cc1cccc(C(C)C)c1NC(=O)C1CN(S(=O)(=O)c2ccccc2)CCN1S(=O)(=O)c1ccccc1 (stereo not given)	0.6	-29%	-2%	?	2%
8	COc1ccccc1NC(=O)N(CCCN1CCOCC1)Cc1cc2cc3c(cc2[nH]c1=O)OCO3	0.5	6%	-5%	3%	-3%
9	O=C(Cc1c(O)c2ccccc2oc1=O)c1ccc(F)cc1	0.4	-1%	1%	15%	2%
10	CCS(=O)(=O)N1CCN(c2ccc(C(=O)NC3C4CC5CC(C4)CC3C5)cc2[N+](=O)[O-])CC1 (stereo not given)	-6.0	1%	3%	7%	2%
11	N#Cc1c(-c2ccccc2)cc(-c2ccccc2)nc1SCC(=O)NCC(=O)O	3.0	12%	24µM*	101%[activator]	-29%
12	Cc1ccc(SCC(=O)c2c(C)nc3ccccn23)cc1	-1.7	?	-17%	?	-12%
13	Cc1ccc2c(c1)N(C(=O)CCC(=O)N1CCC(C(N)=O)CC1)CCO2	1.8	-5%	1%	18%	1%
14	COc1ccc2c(c1)-c1c(ssc1=S)C(C)(C)N2C(=O)CSC1=NCCS1	-2.6	-13%	-12%	0%	-2%
15	COc1ccc(-c2cn(CCC(=O)NCc3ccc(C)cc3)c(-c3ccncc3)n2)cc1	-2.9	10%	-8%	-4%	-24%

cpd	HEK293 tox	D3 antag	PI5P4K alpha inh	DRD3 agonist
1	4%	-2	4	0
2	0%	-13	1	17
3	-17%	?	-20	-2
4	7%	33	.	-7
5	3%	30	4	-2
6	-19%	2	10	-7
7	-21%	-5	2	-5
8	25%	-1	-2	3
9	-1%	1	-1	-3
10	-16%	5	13	-7
11	6%	8	2	0
12	-3%	-7	6	1
13	0%	11	1	4
14	?	?	1	-10
15	14%	-9	5	4

4 entries picked at random from those above:
cpd	structure	IL-2 act	GLP1R ag	PLK1 PBD block	GLP1R inv ag	WRN inhibitor
2	Cc1cc(C(=O)N/N=C/c2c(C)nn(-c3ccccc3)c2C)n[nH]1	2.5	19%	0%	26%	-12%
7	Cc1cccc(C(C)C)c1NC(=O)C1CN(S(=O)(=O)c2ccccc2)CCN1S(=O)(=O)c1ccccc1 (stereo not given)	0.6	-29%	-2%	?	2%
6	CN1CCN(C(=O)C2CC(=O)N(c3ccc(Cl)cc3)C2)CC1 (stereo not given)	1.2	4%	2%	-14%	9%
4	Cc1ccc(NC(=S)NNC(=O)Cn2nc([N+](=O)[O-])cc2C)cc1	-1.9	-12%	-16%	0%	-7%

cpd	HEK293 tox	D3 antag	PI5P4K alpha inh	DRD3 agonist
2	0%	-13	1	17
7	-21%	-5	2	-5
6	-19%	2	10	-7
4	7%	33	.	-7

The results go on.
cpd	structure	IL-2 act	GLP1R ag	PLK1 PBD block	GLP1R inv ag	WRN inhibitor
16	Cc1ccccc1N1C(=O)C2C3CCC(O3)C2C1=O (stereo not given)	1.0	-11%	-4%	4%	-14%
17	Cc1ccc(CC(=O)O/N=C(\N)Cc2ccc([N+](=O)[O-])cc2)cc1	-2.2	21%	-4%	?	-10%
18	CCOC(=O)Cn1nc(C)n(-c2cccc(Cl)c2)c1=O	-5.9	1%	-7%	13%	-17%
19	CC1=C(C(=O)OC2CCCCCC2)C(c2cccc(F)c2F)CC(=O)N1 (stereo not given)	.	1%	.	7%	.
20	CCc1nc2ccc(C(=O)Nc3ccc(NC(C)=O)cc3)cn2c1N(C)CCCc1ccccc1	-0.5	-8%	-6%	?	-4%
21	CCN1CC(CN(C)Cc2nc(-c3ccco3)oc2C)CC1=O (stereo not given)	2.2	0%	-5%	-4%	-4%
22	CCS(=O)(=O)N1CCC(C(=O)N2CCOCC2)CC1	0.6	0%	-10%	5%	3%
23	Cc1ccc(S(=O)(=O)N2CCN(C(=O)CC(C)C)CC2)cc1	-1.0	2%	1%	-15%	6%
24	CNc1snc(C)c1C(=O)OCC(=O)c1ccc(OC)c(F)c1	-0.4	-3%	-4%	-7%	6%
25	CCOC(=O)c1[nH]cnc1N=Nc1c(O)ccc2ccccc12	-4.4	-4%	-14%	-18%	?
26	CCOc1ccc(NC(=O)CSc2ncnc3c2sc2ccccc23)cc1	-2.1	0%	-9%	11%&-2%	-2%
27	CC1=NN(C(=O)Cc2ccc([N+](=O)[O-])cc2)C(O)(c2ccccc2)C1 (stereo not given)	-1.8	4%	-4%	0%	-15%[57.1 µM]
28	CCCc1noc2c1C(c1ccoc1)C(C#N)=C(N)N2 (stereo not given)	-0.2	-4%	?	-22%	-11%
29	O=C(CCNS(=O)(=O)c1ccc(Br)s1)NCc1ccc2c(c1)OCO2	-0.5	7%	-9%	?	-5%
30	COc1ccccc1N(CCOc1ccccc1)S(=O)(=O)c1ccccc1	-0.8	15%	3%	?	-9%

cpd	HEK293 tox	D3 antag	PI5P4K alpha inh	DRD3 agonist
16	1%	10	4	18
17	-12%	3	0	-3
18	15%	8	8	2
19	2%	.	.	0
20	-23%	27	-4	10
21	17%	1	-1	2
22	-7%	-19	.	1
23	-9%	6	-1	-8
24	1%	16	7	7
25	-27%	-5	9	-6
26	-4%&0%	10	-12	8&-4
27	-2%	14	.	8
28	?	?	-16	-4
29	0%	4	-1	-4
30	?	-6	7	7

New compounds follow
cpd	structure	IL-2 act	GLP1R ag	PLK1 PBD block	GLP1R inv ag	WRN inhibitor
31	c1ccc(CCNc2nnnn2-c2ccccc2)cc1	-0.4	-6%	-9%	3%	-3%
32	CCOCCCN(C)C1CCN(C(=O)c2oc3ccccc3c2NC(=O)COc2ccc(F)cc2)CC1	-2.7	-1%	-5%	-27%	-8%
33	CCOc1ccc(N2C(=O)CC(N(CCc3ccc(OC)cc3)C(=O)c3cccc(F)c3)C2=O)cc1 (stereo not given)	1.1	6%	2%	1%	-6%
34	O=C(COc1ccccc1Cl)NNC(=O)c1ccc2nc[nH]c2c1	-0.2	11%	-3%	-6%	-10%
35	O=C(Cn1c(=O)c2cccn2c2ccccc21)NCCCN1CCCCC1	-2.6	-4%	-18%	20%	2%
36	O=C(NC(C(=O)c1ccccc1)n1c(=O)cc[nH]c1=S)c1ccccc1 (stereo not given)	0.5	8%	27µM*	-25%	-6%
37	O=C1NC(Cc2ccccc2)C(=O)N1Cc1ccccc1 (stereo not given)	0.9	13%	-11%	8%	2%
38	Cc1ccc(S(=O)(=O)NN/C(=N/S(=O)(=O)c2ccccc2)c2ccccc2)cc1	1.9	-4%	-1%	5%	1%
39	Cc1nn(C2CCS(=O)(=O)C2)c(Cl)c1/C=C/C(=O)OCC(=O)c1c[nH]c2ccccc12 (stereo not given)	-3.0	4%	-11%	?	1%
40	Cc1ccc(CS(=O)(=O)CCC(=O)NCCN(C)Cc2ccccc2)cc1	-0.6	-8%	-2%	3%	8%
41	COc1ccc(C)cc1NC(=O)c1ccc(OCc2c(C)noc2C)cc1	-0.7	15%	-3%	2%	-23%
42	O=c1c2ccccc2nc(CSc2ncnc3nc[nH]c23)n1-c1cccc(C(F)(F)F)c1	-0.4	0%	-3%	6%	0%
43	CN(C)CCNC(=O)c1ccc2c(c1)N(Cc1c(F)cccc1Cl)C(=O)c1ccccc1S2	.	0%	.	?	.
44	Cc1csc(SCC(=O)NC(C)c2ccc(F)cc2)n1 (stereo not given)	0.2	1%	-14%	-27%	-2%
45	COc1ccc(Cl)cc1N(CC(=O)Nc1ccccc1C(=O)N1CCCC1)S(C)(=O)=O	-3.3	-1%	-7%	15%	3%

cpd	HEK293 tox	D3 antag	PI5P4K alpha inh	DRD3 agonist
31	10%	-14	3	-13
32	4%	-8	2	-16
33	-9%	3	1	1
34	-8%	-17	-6	6
35	-6%	8	16	-10
36	5%	-1	.	3
37	-2%	15	-2	11
38	-7%	5	3	1
39	-20%	-6	-6	-1
40	-7%	14	.	-18
41	-12%	-7	1	6
42	-20%	-14	10	10
43	-30%	.	.	-2
44	-3%	-7	10	-7
45	2%	1	-5	12

In the list so far, these have a cyano group.
cpd	structure	IL-2 act	GLP1R ag	PLK1 PBD block	GLP1R inv ag	WRN inhibitor
11	N#Cc1c(-c2ccccc2)cc(-c2ccccc2)nc1SCC(=O)NCC(=O)O	3.0	12%	24µM*	101%[activator]	-29%
28	CCCc1noc2c1C(c1ccoc1)C(C#N)=C(N)N2 (stereo not given)	-0.2	-4%	?	-22%	-11%

cpd	HEK293 tox	D3 antag	PI5P4K alpha inh	DRD3 agonist
11	6%	8	2	0
28	?	?	-16	-4

Source: PubChem
